# Screens: PubChem, The Scripps Research Institute Molecular Screening Center
# UHRF1 binding = human UHRF1 methylated DNA binding inhibitors. Q96T88. UHRF1 binding to methylated oligo, TR-FRET. inhibition, % at 4.4 µM. 370,000 compounds, 0.75% hits; in the data active means inhibition above about 21%;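 further: UHRF1 SRA domain binding a hemimethylated CpG hairpin DNA probe; 0% = median of test compound wells and 100% = reference inhibitor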
# Target sequence (Q96T88 whole entry, looked up, the tested form may be a part): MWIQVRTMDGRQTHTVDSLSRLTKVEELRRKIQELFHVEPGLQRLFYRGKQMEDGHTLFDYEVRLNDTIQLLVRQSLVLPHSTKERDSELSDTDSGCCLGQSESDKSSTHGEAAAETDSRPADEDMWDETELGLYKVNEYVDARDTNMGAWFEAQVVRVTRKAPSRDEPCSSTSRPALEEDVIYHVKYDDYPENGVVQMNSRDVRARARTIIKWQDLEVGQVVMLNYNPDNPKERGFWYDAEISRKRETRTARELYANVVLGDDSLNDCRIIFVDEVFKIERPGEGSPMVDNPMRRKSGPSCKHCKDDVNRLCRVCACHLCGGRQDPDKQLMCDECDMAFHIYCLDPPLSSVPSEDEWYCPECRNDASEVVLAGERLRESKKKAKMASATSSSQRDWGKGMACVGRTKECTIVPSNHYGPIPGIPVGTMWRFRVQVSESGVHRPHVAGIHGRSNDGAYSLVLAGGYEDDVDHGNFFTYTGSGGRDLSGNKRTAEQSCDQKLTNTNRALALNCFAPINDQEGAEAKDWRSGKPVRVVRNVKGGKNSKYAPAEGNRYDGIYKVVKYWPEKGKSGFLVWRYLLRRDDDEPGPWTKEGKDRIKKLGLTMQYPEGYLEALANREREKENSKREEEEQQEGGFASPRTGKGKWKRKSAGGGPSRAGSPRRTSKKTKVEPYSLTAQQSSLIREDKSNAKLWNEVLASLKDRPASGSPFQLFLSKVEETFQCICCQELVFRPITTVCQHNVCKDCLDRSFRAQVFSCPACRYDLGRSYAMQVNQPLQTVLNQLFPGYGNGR
# Tn6 DDE FP = DD(E)-Tn6 binding inhibition, primary FP screen | 370,000 compounds, 0.21% hits | Fibrin DD(E) TRITC-Tn6 fluorescence polarization displacement | P02675 | inhibition, % at 8.3 µM;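 active means inhibition above a per-campaign cutoff: mean of compounds within control limits plus 3 SD, cut at about 15% in these data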;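 further: 0% = median of all compound wells on the plate and 100% = blocking peptide control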
# TDP2 absorb = blocks human TDP2 phosphodiesterase activity; O95551; 370,000 compounds, 0.34% hits; recombinant TDP2, T5PNP hydrolysis, p-nitrophenol absorbance 415 nm; inhibition, % at 12.8 µM;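 active means inhibition above the mean of all tested compounds plus 3 SD, set per campaign, cut at about 25% in these data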;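 further: 0% = DMSO with enzyme and 100% = buffer with substrate but no TDP2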
#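 System – recombinant human TDP2 · Amount – 120 nM TDP2 per well · Buffer or medium – Mg2+-containing Tris-HCl buffer, pH 7.5 · Reagent – T5PNP substrate, 5 mM · Dosing – 12.8 µM single point, 1% DMSO · Incubation – 2 h at 37 °C · Measured by – epi absorbance · Read-out basis – percent inhibition · Benchmarks – high control without enzyme, low control DMSO plus TDP2 · Repeats – singlicate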
# TCR CD3 inh = blocks the human TCR-CD3 interaction | TAMRA-labeled TCR probe fluorescence, biochemical | inhibition, % at 9.4 µM | 360,000 compounds, 0.37% hits; in the data active means inhibition above about 19%;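 further: recombinant mutant TCR 2C K166C tagged with TAMRA read by polarization; 0% = receptor in buffer alone and 100% = receptor with positive control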
# Tn7 DDE FP = DD(E)-Tn7 binding inhibition, primary FP screen; FP displacement of FITC-Tn7 peptide from fibrin DD(E); 0% = median of compound wells per plate; inhibition, % at 8.3 µM; P02675; AID 720508; 370,000 compounds, 0.13% hits;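 active means inhibition above the mean of compounds falling within the control limits plus 3 SD of them, cut at about 14% in these data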;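 further: 0% = plate median of compound wells and 100% = 10 µM Aha-Tn7 peptide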
#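 Measure: % inhibition scaled between sample-field median and high-control FP; Test system: human fibrin DD(E); Quantity: 2 µM final DD(E) protein; Doses: one dose, 8.3 µM nominal; Schedule: compound with protein 10 min, then 3 h after probe, room temperature; Detection: fluorescence polarization; Medium: Tris buffer with calcium and detergent, pH 7.8.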
# proKLK7 act = activates the human kallikrein-7 zymogen; 370,000 compounds, 0.9% hits; P49862; AID 652039; purified proKLK7, EDANS-DABCYL substrate fluorescence; 100% is mature enzyme control, 0% vehicle; activation, % at 7 µM;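 active means activation above the mean of all tested compounds plus 3 SD, computed per campaign excluding outliers beyond control limits, cut at about 13% in these data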
# Target sequence (P49862 whole entry, looked up): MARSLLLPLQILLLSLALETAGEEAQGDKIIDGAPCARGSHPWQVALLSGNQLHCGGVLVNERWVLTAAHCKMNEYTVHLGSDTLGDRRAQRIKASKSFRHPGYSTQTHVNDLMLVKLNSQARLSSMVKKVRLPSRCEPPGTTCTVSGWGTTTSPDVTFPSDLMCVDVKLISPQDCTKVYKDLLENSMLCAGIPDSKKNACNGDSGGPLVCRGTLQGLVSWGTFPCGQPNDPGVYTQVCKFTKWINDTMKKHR
# PRMT1 FP inh = blocks human protein arginine methyltransferase 1 | Q99873 | recombinant PRMT1, activity-based probe fluorescence polarization | inhibition, % at 2.79 µM | 370,000 compounds, 1.3% hits | AID 652257;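 active means inhibition above about 21% made by adding two undisclosed values, limit read from the data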
# LEDGF integ inh = blocks HIV-1 LEDGF/p75-dependent DNA integration | TR-FRET IN-LEDGF/p75 DNA integration, Eu/Cy5 | 370,000 compounds, 0.64% hits | AID 743269 | inhibition, % at 3.7 µM;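 active means inhibition above the screen-wide mean plus 3 SD, cut at about 13% in these data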;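 further: signal is the Cy5 over europium emission ratio at 671 and 618 nm; 0% = plate median of compound wells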
# MBD2 inh = MBD2-methylated oligo binding inhibition. Q9UBB5. TR-FRET, MBD2 binding to methylated oligonucleotide. inhibition, % at 4.4 µM. 370,000 compounds, 0.31% hits; in the data active means inhibition above about 13%
# SIAE inh = human SIAE inhibition, primary screen; Q9HAT2; SIAE FP-Rh probe binding, fluorescence polarization; inhibition, % at 9.66 µM; 370,000 compounds, 0.69% hits; AID 1053197;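 active means inhibition above a cutoff: mean of compounds within the control limits plus 3 SD of those, cut at about 17% in these data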;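 further: 0% = plate median of compound wells and 100% = probe without SIAE protein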
# * marks the source's active call; other numbers are inactive results.
SMILES,UHRF1 binding,Tn6 DDE FP,TDP2 absorb,TCR CD3 inh,Tn7 DDE FP,proKLK7 act,PRMT1 FP inh,LEDGF integ inh,MBD2 inh,SIAE inh
CC(=O)NC(c1ccccc1)c1nc(-c2ccccc2)cs1 (configuration not stated),0.1,-6.0,6.4,0.5,2.5,-0.6,-3.3,-0.4,2.2,-0.5
CCCCCCCCC(=O)NNC(=O)c1c(O)c2ccccc2n(CCC)c1=O,4.2,-2.9,3.0,7.9,-2.6,0.4,-1.7,1.8,-1.1,-1.6
Cc1ccc(-c2nc3ccccc3c(=O)n2NC(=O)COc2ccccc2)cc1,2.2,2.8,-10.4,-3.9,-6.3,-0.3,-1.1,2.4,3.9,-2.2
O=C(NC(=Nc1nc2ccccc2o1)NC(=O)c1ccccc1)c1ccccc1,1.6,-0.8,-3.2,-2.2,-0.6,0.1,-0.5,-1.6,0.1,5.5
Cc1nn(-c2cccc(C(=O)O)c2)c(C)c1Oc1ccccc1O,-0.7,-2.6,2.7,4.2,-8.8,0.1,0.9,-0.6,-0.4,1.3
COc1ccc(NC(=O)Cn2c(C(C)C)nc(C)cc2=O)cc1Cl,2.2,1.6,-20.0,-1.9,2.1,-0.2,7.7,-5.3,-0.6,-3.9
O=C(CSc1nc2ccccc2s1)Nn1cnnc1,1.3,0.4,-4.3,0.8,-3.1,-0.2,7.6,-3.1,1.6,8.2
COc1ccc([C@H]2CC(=O)C=C(c3cc(Cl)cc(Cl)c3)C2)cc1,1.4,-0.1,0.8,5.1,1.6,-0.9,-0.7,-3.4,0.8,-7.5
COc1ccc(NC(=O)c2cc(-c3ccc(F)cc3OC)n[nH]2)c(OC)c1,3.2,-1.4,-8.6,-11.0,3.8,-1.1,0.4,-2.6,4.4,-1.2
Nc1ccn(CC(=O)NCCCc2ccccc2)c(=O)n1,-2.5,1.0,18.2,3.1,2.6,0.1,0.6,-1.4,3.8,1.3
COc1ccccc1NC(=O)CN(c1ccccc1OC)S(=O)(=O)c1ccccc1,4.3,0.0,-4.4,-2.9,-1.7,0.4,6.4,-1.5,5.1,4.2
Cc1ccc(S(=O)(=O)NCc2ccc(C(=O)NCCCN3CCC(Cc4ccccc4)CC3)cc2)cc1,1.5,-2.2,-13.2,-6.4,-2.7,1.0,0.1,-4.5,-0.6,0.1
COc1ccc(C(C(=O)NC2CCCCC2)N(C(=O)Cc2c[nH]c3ccccc23)c2ccccc2C)cc1OC (configuration not stated),0.3,7.1,-2.3,4.4,5.5,0.1,-0.7,0.7,-5.8,-2.5
COc1cc(C2=NOC(C(=O)Nc3c(C)n(C)n(-c4ccccc4)c3=O)C2)cc(OC)c1OC (configuration not stated),24.1*,-6.0,15.5,-4.7,-2.4,0.1,-0.1,3.5,12.6,13.4
CCOC(=O)[C@]12CCCC=C1N(Cc1ccccc1)C(=O)[C@H](CC(=O)NCCCN1CCCC1=O)C2,-4.2,-3.2,0.5,-0.7,-5.0,0.2,-2.2,-0.5,-2.6,5.6
CCC1CCCCN1Cc1nc2ccccc2c(=O)n1CC(C)=O (configuration not stated),2.3,11.8,-2.4,-6.9,2.2,0.4,1.0,-5.5,-2.9,-2.4
Oc1ccccc1-c1nc2c3ccccc3c3ccccc3c2[nH]1,1.3,-31.6,0.6,3.6,1.4,-27.1,-0.9,2.1,4.9,26.6*
CCOC(=O)C1=C(N)OC2=C(C(=O)CCC2)C1c1ccc(C)s1 (configuration not stated),0.4,-6.4,-1.4,-1.6,-7.5,0.2,-0.6,0.7,-1.8,-0.2
CC(=O)c1ccc(OC(C)C(=O)Nc2cccc(S(=O)(=O)NCc3ccco3)c2)cc1 (configuration not stated),2.2,3.2,-10.3,4.4,-0.6,-0.5,3.2,3.0,-5.7,2.7
COc1ccc(-c2c(C)nn3c(C(F)(F)F)cc(C)nc23)cc1,7.4,-0.4,-3.8,-5.8,0.1,-0.1,1.6,1.7,5.6,0.6
Cc1ccc(-n2nnnc2SCC(=O)N2c3ccccc3NC(=O)C2(C)C)cc1,-0.7,-3.8,-1.6,3.1,1.3,-0.5,-0.2,-0.8,0.6,-8.8
COC(=O)[C@@]1(Cc2ccccc2)[C@H]2c3cc(C(=O)N4CCCC4)n(Cc4ccsc4Br)c3C[C@H]2CN1C(=O)c1ccccc1,3.1,2.7,0.5,6.0,0.4,-0.2,-0.7,-0.3,0.4,2.9
Cn1c(N)c(N=Cc2ccccc2)c(=O)n(C)c1=O,-1.2,4.5,5.2,-2.9,1.4,1.0,0.0,1.6,-6.3,7.6
Cc1cccc(OCc2n[nH]c(=S)n2-c2ccccc2)c1,-0.5,-4.0,6.5,-4.2,-4.0,0.4,2.6,1.7,1.8,-3.5
Cc1nnc(SCC(=O)Nc2c(Cl)cccc2Cl)[nH]c1=O,0.2,4.6,-5.6,1.8,-4.2,0.3,13.8,0.0,5.7,-5.4

# (listing goes on)
SMILES,UHRF1 binding,Tn6 DDE FP,TDP2 absorb,TCR CD3 inh,Tn7 DDE FP,proKLK7 act,PRMT1 FP inh,LEDGF integ inh,MBD2 inh,SIAE inh
Cc1ccc2[nH]c(=O)c(COC(=O)c3cccs3)cc2c1,3.3,4.5,-4.7,-5.2,2.8,-0.2,-1.1,0.2,0.1,-14.1
O=c1cccc(-c2ccc3ccccc3c2)o1,-10.2,-1.9,-3.6,-1.1,-0.9,-0.2,3.6,-4.1,-2.7,-3.2
CCOC(=O)CNS(=O)(=O)CCN1C(=O)c2ccccc2C1=O,-1.8,-0.9,7.5,5.9,-4.1,0.4,-1.3,1.4,1.1,1.6
O=C(CNS(=O)(=O)c1ccccc1F)Nc1ccc(N2CCOCC2)cc1,-2.0,-1.5,-5.2,5.6,2.5,-0.2,-3.3,-1.6,-3.1,4.8
COc1cccc(CN2CC(C(=O)NCc3cccc(Cl)c3)CCC2=O)c1 (configuration not stated),-1.4,11.6,-2.1,8.0,-5.3,1.4,1.0,0.5,0.5,-4.7
COCCNC(=O)C(C)Oc1ccccc1 (configuration not stated),2.1,2.1,3.4,-9.4,0.0,0.3,-0.5,1.3,8.0,9.7
N#C/C(=C(/O)CSc1ccccc1C(=O)O)c1nc2ccccc2s1,0.9,-3.6,7.6,-2.6,6.5,-0.6,-2.2,3.6,-2.6,3.8
Nc1ccn([C@@H]2O[C@H](CNCc3cnc(N4CCOCC4)nc3)[C@@H](O)[C@H]2O)c(=O)n1,0.0,5.2,-5.3,-3.6,-0.7,-0.4,-7.8,1.5,-6.1,-3.9
Cc1ccc(C)c(C(C)NC(=O)c2ccncc2)c1 (configuration not stated),3.6,3.2,-5.1,2.4,3.7,-0.2,1.9,-6.9,5.7,2.3
Fc1ccccc1-c1[nH]ncc1-c1nnnn1-c1ccccc1,3.7,-2.2,-10.1,-1.4,-9.3,-0.4,-0.1,2.5,3.2,-1.8
CCOC(=O)COc1ccc(Br)cc1/C=C\c1[nH]c(=O)[nH]c(=O)c1[N+](=O)[O-],6.3,-10.0,-58.5,2.5,0.7,0.1,6.2,-4.4,1.0,-6.7
CCCC(C)C(=O)Nc1ccc(S(=O)(=O)Nc2nccc(C)n2)cc1 (configuration not stated),1.0,3.5,1.8,-4.5,-1.3,-0.5,-3.0,2.0,-2.2,4.3
CCN(CC)CCNC(=O)c1cn(C)c2ccc(S(=O)(=O)N(C)C3CCCCC3)cc2c1=O,2.7,7.5,-0.7,-2.5,1.1,0.0,4.4,-4.3,-0.2,4.4
O=C1N[C@@H](c2ccccc2)COC(=O)[C@H](Cc2ccc(F)cc2)CC/C=C/C[C@@H]1CC(=O)N(CCO)Cc1ccccc1,-1.9,1.6,-1.3,6.5,-9.4,1.1,-0.2,0.9,1.7,-2.9
CC(C)Nc1nc(Cl)nc(NCCOc2ccccc2)n1,-0.6,-7.6,0.5,2.5,2.0,0.5,-1.3,0.7,3.7,4.8
Cc1ccccc1/C=C\c1nc(O)c([N+](=O)[O-])c(=O)[nH]1,0.2,4.0,-0.8,-3.1,-10.1,-0.3,0.5,2.8,-1.5,-1.7
COC(=O)c1ccccc1-n1c(CCC(=O)O)ccc1-c1ccc(F)cc1,2.2,-8.0,-2.1,-0.9,-2.4,-0.8,11.9,-0.3,6.4,5.4
CCOc1cc(S(=O)(=O)NCc2ccco2)c(OCC)cc1-n1cnnn1,0.7,-5.4,3.5,5.6,6.8,0.3,2.8,-0.9,1.7,7.2
CCOc1ccccc1-n1nnnc1SCC(=O)N(C)C1CCS(=O)(=O)C1 (configuration not stated),-3.1,0.9,4.8,-4.2,-5.8,-0.1,1.2,1.7,-2.3,-1.3
COc1ccc(C(CNC(=O)COc2ccccc2)N2CCOCC2)cc1 (configuration not stated),-2.8,7.1,12.2,0.4,-1.7,-0.1,-2.0,1.8,2.2,2.9
COc1ccc2cc(C)c3nnc(SCC(=O)Nc4cc(OC)c(OC)cc4C(=O)O)n3c2c1,-1.4,3.0,0.3,2.4,5.1,-0.6,0.7,0.6,0.7,-1.7
O=C(NCc1cccs1)c1ccccc1C(=O)NCc1cccs1,-2.9,-4.1,-5.8,12.8,1.5,-0.1,-0.9,1.0,-1.2,3.1
CCC1(C)N=C(c2ccc3c(c2)OCO3)CC(c2ccccc2O)N1 (configuration not stated),-4.9,2.6,6.2,-2.5,-6.1,-0.3,-2.0,2.3,-6.2,-6.1
CCn1c(SCC(=O)Nc2ccccc2Br)nnc1-c1cnccn1,1.8,3.2,-11.5,2.0,1.8,-0.1,2.6,-3.7,1.9,-0.2
N#Cc1c(NC(=O)c2ccccc2Cl)n(Cc2ccccc2)c2nc3ccccc3nc12,9.8,1.9,80.7*,6.1,0.4,-4.7,1.6,15.7*,0.9,-3.0
O=C(Cc1ccccc1)NC1CCCCC1,1.4,-2.6,-11.4,-2.0,2.6,0.2,-3.6,4.2,-1.6,1.9
O=C1NC[C@@H](CCCCN2C[C@H](Cc3ccccc3)N(Cc3ccccc3)C(=O)C2=O)N(CCc2ccccc2)C1=O,-0.1,4.6,-0.7,-5.2,3.4,0.6,-0.5,1.1,-7.1,1.7
CCC(Sc1ccccc1C(=O)O)C(=O)O (configuration not stated),-1.4,0.3,4.1,2.5,-3.6,0.0,-2.5,-0.2,-1.1,3.0
CC12CC(c3ccccc3O1)N(C(=O)c1ccco1)C(=O)N2c1ccccc1 (configuration not stated),0.9,10.6,-1.4,2.4,3.1,0.5,0.7,-1.1,0.6,0.2

# Rewritten with bars between the fields: entries from further up.
Compound | UHRF1 binding | Tn6 DDE FP | TDP2 absorb | TCR CD3 inh | Tn7 DDE FP | proKLK7 act | PRMT1 FP inh | LEDGF integ inh | MBD2 inh | SIAE inh
COc1cccc(CN2CC(C(=O)NCc3cccc(Cl)c3)CCC2=O)c1 (configuration not stated) | -1.4 | 11.6 | -2.1 | 8.0 | -5.3 | 1.4 | 1.0 | 0.5 | 0.5 | -4.7
COCCNC(=O)C(C)Oc1ccccc1 (configuration not stated) | 2.1 | 2.1 | 3.4 | -9.4 | 0.0 | 0.3 | -0.5 | 1.3 | 8.0 | 9.7
